Source: PubChem
SR-BI uptake up – activators of SR-BI mediated DiI-HDL uptake, primary screen, ldlA[mSR-BI] CHO cells, DiI fluorescence | 3 h; 100 = double the neutral-control signal | activation, % at 12.5 µM | hit rate 0.096% among 320,000;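 active = mean replicate activation of at least 60% and every replicate at or above 60%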;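 also: 0% = median plate neutral-control signal and 100% = twice that signal; values of inactives mirror those of a sister screen read the other way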
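material = CHO ldlA[mSR-BI] cells | medium = Ham's F12 with 0.5% BSA, HEPES 25 mM, pH 7.4 | reagent = fluorescent DiI-HDL, 10 µg/mL final | compound dosing = single-point compound dose | incubation = 3 h, 37 °C | measured by = bottom-read fluorescence, 550/595 nm | measure = HDL uptake via cellular fluorescence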
Rtt109 HAT inh – inhibitors of C. albicans Rtt109/Vps75 HAT, primary screen, biochemical, ThioGlo CoA-SH fluorescence, plate reader. hit rate 0.16% among 330,000. AID 540336, 2011. inhibition, % at 34.9 µM. purified Rtt109/Vps75, 4 h. Histone acetyltransferase RTT109 (Candida albicans (strain SC5314 / ATCC MYA-2876)), …;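 active = inhibition of at least 50% in every replicate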
Target sequence (Q5AAJ8 whole entry, looked up): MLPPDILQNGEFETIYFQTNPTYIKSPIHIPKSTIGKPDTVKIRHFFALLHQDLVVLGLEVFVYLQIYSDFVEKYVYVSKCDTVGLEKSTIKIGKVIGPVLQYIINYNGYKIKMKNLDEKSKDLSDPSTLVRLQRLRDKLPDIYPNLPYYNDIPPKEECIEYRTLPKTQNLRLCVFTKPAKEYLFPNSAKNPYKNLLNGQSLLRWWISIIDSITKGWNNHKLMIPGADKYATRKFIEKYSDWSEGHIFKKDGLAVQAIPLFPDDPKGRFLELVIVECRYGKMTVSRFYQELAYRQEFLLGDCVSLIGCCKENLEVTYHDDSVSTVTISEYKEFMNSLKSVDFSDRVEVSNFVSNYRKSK
CAL PDZ FP-1 – CAL PDZ peptide-binding inhibitors, primary screen, biochemical, fluorescence polarization, Cer-tagged CAL PDZ, HTS | AID 504414, 2011 | hit rate 0.02% among 330,000 | purified CAL PDZ, TMR-peptide fluorescence polarization, 1 h | inhibition, % at 20 µM;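 active = highest replicate inhibition of at least 40%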;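 also: plate controls were DMSO neutral control wells for no effect and unlabeled competitor peptide control wells for full effect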
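Material: tagged CAL PDZ domain; buffer or medium: 25 mM sodium phosphate pH 7.4, 150 mM NaCl, TCEP, IgG, Thesit; compound dosing: single point, 20 µM; schedule: 1 h incubation at room temperature before polarization reading; measured by: FP readout, S and P plane fluorescence; read-out basis: percent inhibition from loss of millipolarization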
MITF TRPM1 HTS – activators of MITF-driven TRPM1 promoter reporter, primary screen, cell-based, SK-MEL-5, luciferase, single point; hit rate 0.75% among 300,000; activation, % at 12.5 µM; AID 588334, 2011; SK-MEL-5 TRPM1-promoter luciferase, 24 h; % of positive control, neutral wells = 0;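 active = mean activation of at least 80% with every replicate also reaching 80%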;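 also: 0% = neutral control wells and 100% = parthenolide positive control wells; values of inactives mirror those of a sister screen read the other way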
CAL PDZ FP-2 – untagged CAL PDZ binding inhibitors, primary screen, biochemical, fluorescence polarization, HTS; hit rate 0.92% among 300,000; purified CAL PDZ, TMR-peptide fluorescence polarization, 1 h; inhibition, % at 24.9 µM; AID 602252, 2012; Golgi-associated PDZ and coiled-coil motif-containing protein (Homo sapiens), Q9HD26;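 active = mean inhibition of at least 30% with at least half of replicates also reaching 30%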;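 also: 0% = DMSO neutral control and 100% = excess unlabeled competitor peptide PRC23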
dFosB activator – activators of delta FosB homodimer, primary screen, biochemical, fluorescence polarization, TAMRA-CDK5 oligo, single point; AID 493131, 2011; purified delta FosB; percent of positive-control signal above neutral wells; hit rate 0.99% among 340,000; activation, % at 25 µM;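 active = mean activation above about 17%, with every replicate also reaching it, limit read from the data, passing the limit was not always enough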;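 also: fluorescence polarization rise as delta FosB binds a TAMRA Cdk5 AP-1 oligo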
Target sequence (P13346 whole entry, looked up): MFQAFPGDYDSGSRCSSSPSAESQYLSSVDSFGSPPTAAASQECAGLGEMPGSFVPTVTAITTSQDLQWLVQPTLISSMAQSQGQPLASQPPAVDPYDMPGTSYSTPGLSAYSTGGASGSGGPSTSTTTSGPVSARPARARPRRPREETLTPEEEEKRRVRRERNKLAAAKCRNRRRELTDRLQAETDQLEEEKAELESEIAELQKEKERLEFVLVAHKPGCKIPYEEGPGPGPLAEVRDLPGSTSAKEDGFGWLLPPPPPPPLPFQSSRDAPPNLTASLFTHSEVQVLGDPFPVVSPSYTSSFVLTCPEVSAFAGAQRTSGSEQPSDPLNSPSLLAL
PvdQ inh – P. aeruginosa PvdQ acylase inhibitors, primary screen, biochemical, fluorescence, plate reader and imaging, single point. inhibition, % at 10 µM. hit rate 0.063% among 340,000. PvdQ acylase [Pseudomonas aeruginosa LESB58]. purified PvdQ acylase; in the data active = inhibition above about 30%, passing the limit was not always enough;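 also: 0% = vehicle neutral wells and 100% = reference inhibitor wells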
SR-BI DiI inh – inhibitors of SR-BI mediated HDL lipid uptake, primary screen, ldlA[mSR-BI] cells, fluorescence, single point; Scavenger receptor class B member 1 (Mus musculus), Q61009; ldlA[mSR-BI] CHO cells, DiI-HDL uptake fluorescence, 3 h; inhibition, % at 12.5 µM; hit rate 0.96% among 320,000;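 active = mean replicate inhibition of at least 70% and a set share of replicates each scoring 70 or more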;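 also: 0% = median of neutral control wells and 100% = median of positive control wells; values of inactives mirror those of a sister screen read the other way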
PfHsp90 set2 – growth inhibition of PfHsp90-expressing yeast, primary screen, antimalarial PfHsp90 inhibitor project, S. cerevisiae, BacTiter-Glo luminescence, single point, set 2. BacTiter-Glo ATP, 48 h; yeast lacking PDR1 and PDR3 efflux regulators. inhibition, % at 9.4 µM. hit rate 0.32% among 310,000;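 active = every replicate shows inhibition above about 80%, whatever the replicate mean, limit read from the data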;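 also: 0% = DMSO neutral controls and 100% = 20 µM radicicol positive controls; yeast relying on Plasmodium falciparum Hsp90 in place of its own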
NSD2 inh – NSD2 histone methyltransferase inhibitors, primary screen, biochemical, AlphaScreen, single concentration, set 2. NSD2 peptide methylation, 120 min. hit rate 0.54% among 310,000. inhibition, % at 12.5 µM. Histone-lysine N-methyltransferase NSD2 (Homo sapiens), O96028; in the data active = inhibition above about 50%
The depositor's hits bear a star; / = no result given; & = joins results of further samples.

SMILES | SR-BI uptake up | Rtt109 HAT inh | CAL PDZ FP-1 | MITF TRPM1 HTS | CAL PDZ FP-2 | dFosB activator | PvdQ inh | SR-BI DiI inh | PfHsp90 set2 | NSD2 inh
CC(C)C(NC(=O)OCc1ccccc1)C(=O)O (configuration not stated) | 9 | 0 | / | 6 | 3 | 0 | -15 | -9 | -15 | -1
CCC(=O)OCc1c(C(F)(F)F)nn(C)c1Sc1ccc(Cl)cc1 | 21 | -8 | 0.3 | / | 0 | 8 | 12 | -21 | 5 | -6
COCCCn1c(=O)c2ccccc2n(Cc2cc(C(=O)OC)ccc2OC)c1=O | -3 | -2 | -0.9 | -5 | -4 | -7 | -6 | 3 | 14 | -2
N#CC1(NC(=O)COC(=O)CCN=C2NS(=O)(=O)c3ccccc32)CCCCC1 | -5 | 0 | 0.8 | 2 | / | -10 | 4 | 5 | -13 | -3
O=C(c1cc(COc2ccc(F)cc2Cl)on1)N1C[C@H]2CC[C@H]1C2 | -23 | 32 | -2.7 | 78 | -1 | -3 | 0 | 23 | -12 | -3
CCn1cc(S(=O)(=O)c2ccc(C)cc2)c(=O)c2cc(F)c(N3CCN(C)CC3)cc21 | 4 | -1 | -1.7 | -1 | -1 | -5 | -7 | -4 | -10 | 3
O=C(CN(c1ccc(Cl)cc1)S(=O)(=O)c1ccccc1)N/N=C/c1ccco1 | 10 | 1 | -0.7 | -7 | -2 | -10 | -4 | -10 | -3 | -2
O=C(C1=NN[C@@H]2C(=O)N(c3cccc(C(F)(F)F)c3)C(=O)[C@H]12)c1cnccn1 | / | 4 | -1.7 | / | 1 | -6 | -27 | / | -9 | 0
Oc1c(Br)cc(Br)cc1CNc1ccccn1 | -12 | 0 | 0.4 | 5 | -9 | -3 | -14 | 12 | -6 | /
O=C(NNC(=O)c1cccc(C(F)(F)F)c1)c1ccc(-n2cnnn2)cc1 | -7 | 1 | 0.0 | 2 | 92* | 2 | -12 | 7 | 31 | -2
CCn1c2ccccc2c2nnc(SCC(=O)Nc3ncccn3)nc21 | 13 | -3 | -1.1 | -6 | -1 | -8 | -11 | -13 | -16 | 0
CCC(=O)Nn1cnc2c(c1=O)C1(CCCCC1)Cc1ccccc1-2 | 0 | 4 | -2.2 | -14 | -10 | -19 | -2 | 0 | -8 | 4
O=C(Nc1ccc(Cl)cc1)c1cc(Br)ccc1OCC(=O)N1CCOCC1 | -82 | 1 | -0.9 | 12 | 3 | -16 | 4 | 82* | -7 | -2
S=c1[nH]ccn1-c1ccccc1Cl | 5 | -4 | 0.4 | / | -2 | 4 | -11 | -5 | -9 | 0
Cc1cccc(OCCn2c(=O)oc3ccc(C)cc32)c1 | 8 | 25 | 0.1 | 69 | -3 | -9 | 19 | -8 | -18 | 0
Cc1c(NC(=O)CSc2ccc(Cl)cc2)c(=O)n(-c2ccccc2)n1C | 0 | 10 | -2.6 | 4 | -4 | -2 | -8 | 0 | 18 | -2
CC1CC(C)CN(C(=O)C2CCN(C(=O)Nc3ccccc3)CC2)C1 (configuration not stated) | -40 | -2 | -0.9 | 10 | -3 | -7 | -17 | 40 | 4 | 1
COc1ccc(NC2=CC(c3ccc(F)cc3)N(c3ccc(OC)cc3)C2=O)cc1 (configuration not stated) | -26 | 8 | -0.4 | 2 | -2 | -7 | 5 | 26 | -8 | 2
COc1ccc(CCNC(=O)c2ccccc2NC(=O)c2ccco2)cc1OC | -17 | 2 | -1.9 | -2 | -3 | -13 | -12 | 17 | 39 | 4
COc1ccc(C2CC(c3cccc(F)c3)=NN2c2ccc(S(N)(=O)=O)cc2)cc1 (configuration not stated) | -12 | 6 | 0.5 | -1 | 0 | -11 | -70 | 12 | -37 | /
COc1ccc(Br)cc1CN(C)CC(=O)Nc1cc(Cl)cc(Cl)c1 | -8 | -2 | -1.6 | -4 | 3 | 0 | -16 | 8 | 4 | /
CCCCOc1ccc(C(=O)N/C(=C/C=C/c2ccccc2)C(=O)N2CCOCC2)cc1 | -18 | 9 | -1.6 | 0 | 2 | -13 | 2 | 18 | -5 | -1
Cc1cc(=O)oc2ccc(OC(=O)CN3C(=O)c4cccc([N+](=O)[O-])c4C3=O)cc12 | 6 | 6 | -0.7 | 4 | 2 | -3 | 12 | -6 | 11 | 1
N#CCCN(Cc1cccs1)C(=O)c1ccc(Cl)cc1 | 13 | -2 | -1.9 | / | 4 | -8 | 1 | -13 | 14 | -4
O=C(COc1cccnc1[N+](=O)[O-])NC1CCS(=O)(=O)C1 (configuration not stated) | 21 | -9 | 4.4 | -8 | -3 | -3 | -10 | -21 | -8 | -4
SMILES | SR-BI uptake up | Rtt109 HAT inh | CAL PDZ FP-1 | MITF TRPM1 HTS | CAL PDZ FP-2 | dFosB activator | PvdQ inh | SR-BI DiI inh | PfHsp90 set2 | NSD2 inh
CCOc1ccc(N2CC(C(=O)NCCN3C(=O)S/C(=C\c4ccc(OC)c(OC)c4)C3=O)CC2=O)cc1 (configuration not stated) | -59 | / | -1.5 | 15 | -4 | 1 | -5 | 59 | -1 | 0
CCn1c(Cc2ccc(OC)cc2)nnc1SCC(=O)NC1CC1 | -3 | 11 | -1.7 | 1 | -1 | -3 | 6 | 3 | 12 | -4
Cc1cc2c(C)c(C)c(=O)[nH]c2cc1N | 9 | -9 | -2.1 | -20 | 2 | -7 | -16 | -9 | -9 | -1
CN1C(=O)C(O)(C2COC(C)(C)CC2=O)c2ccccc21 (configuration not stated) | / | 1 | -2.3 | -1 | 3 | 7 | 4 | / | 11 | -1
CCCCN(CC)S(=O)(=O)N1CCC(C(=O)NCCCN2CCOCC2)CC1 | 6 | -6 | 1.1 | 13 | 2 | -9 | -13 | -6 | -4 | -2
COc1ccc(-c2[nH]ncc2/C=N/NC(=O)c2ccc(Br)cc2)c(OC)c1 | -10 | -1 | -6.7 | -2 | 1 | 8 | -3 | 10 | -35 | -1
Cc1ccc(OC(=O)c2ccncc2)c(C)c1 | -6 | 1 | -0.4 | / | 0 | -3 | -12 | 6 | 32 | 3
Cc1c(C)c2ccc(OCC(=O)Nc3cccnc3)c(C)c2oc1=O | -5 | -13 | -2.0 | 77 | -3 | -12 | -13 | 5 | -2 | -3
COc1cc(OC)cc(C(=O)OC(C)C(=O)NC2CCCc3ccccc32)c1 (configuration not stated) | -21 | -3 | -0.4 | 6 | 61* | 1 | -19 | 21 | -19 | 0
COc1cc(/C=N/NC(=O)c2ccncc2)ccc1O | -4&6 | -3&2 | 0.1&0.5 | 7&-6 | 4&7 | -3&0 | 0&-6 | 4&-6 | -5&-9 | /
COCCCNC(=O)/C(C#N)=C/c1c(N2CCN(c3ccc(OC)cc3)CC2)nc2c(C)cccn2c1=O | 15 | 4 | 0.4 | 0 | -6 | -17 | 10 | -15 | 13 | 9
O=C(NNC1=NCCC1)c1cccc(S(=O)(=O)N2CCOCC2)c1 | 42 | -1 | -1.7 | 18 | -1 | 0 | -9 | -42 | -12 | 1
CCn1c(O)c(/C=C2\C=NN=C2c2ccc(C)cc2)sc1=S | -16 | 3 | -0.4 | 1 | -3 | -1 | 5 | 16 | -7 | 0
COC(=O)C(C(=O)OC)C1C=CCN(C(C)=O)C1 (configuration not stated) | -2 | -11 | -0.1 | 3 | -3 | -12 | -5 | 2 | -15 | /
CCC(=O)N1CCN=C1SCc1ccccc1Cl | 3 | 13 | -0.6 | 18 | / | -1 | 16 | -3 | 0 | /
COCCn1c(C)cc(C(=O)COC(=O)CCS(=O)(=O)c2ccc(C)cc2)c1C | 3 | 1 | -1.6 | 8 | -6 | -6 | -1 | -3 | -7 | 2
COc1ccc(-n2c(C)nn(C)c2=O)cc1 | 14 | 7 | -0.4 | -2 | -5 | -7 | 9 | -14 | -11 | 40
OCCN(CCO)CC(O)CN1c2ccccc2Sc2ccccc21 (configuration not stated) | 0 | -7 | / | 11 | 1 | -4 | -7 | 0 | -4 | 7
Cc1nc(N)sc1C(=O)Nc1ccccc1 | -19 | -2 | -1.2 | / | -1 | -2 | 11 | 19 | 15 | -1
O=C1/C(=C/C=C/c2ccco2)SC(=S)N1c1ccc(O)cc1 | / | 13 | -1.3 | 3 | / | -15 | -3 | / | -30 | 11
CCN1CCN(CCCNC(=O)c2cc3c(s2)-c2ccccc2OC3)CC1 | -34 | -316 | -4.4 | 14 | -7 | 5 | -32 | 34 | -4 | 13
COC(=O)c1sc2nc(CSc3nc4ccc(C)cc4[nH]3)[nH]c(=O)c2c1C | 6 | -8 | -1.2 | 1 | -3 | 0 | -5 | -6 | -28 | 1
CCN(CC)C(=O)CC(c1ccc(OC)cc1)c1c(OC)cc(OC)c2ccc(=O)oc12 (configuration not stated) | -11 | -10 | -0.6 | 5 | -7 | -12 | -14 | 11 | 6 | /
CCCCCCC(=O)Nc1nc(C)c(-c2csc(Nc3ccc(Cl)cc3)n2)s1 | -120 | 0 | -0.5 | -17 | 0 | -5 | 9 | 120* | -3 | /
Cc1cc2nc(CS(=O)(=O)c3ccccc3)cc(=O)n2[nH]1 | -3 | 8 | 0.0 | 10 | 3 | 2 | -8 | 3 | 7 | 12
CC(C)n1c(O)c(N=NC(=O)CNC(=O)CCc2ccccc2)c2ccccc21 | / | -8 | -2.9 | 4 | 5 | -9 | -15 | / | 0 | 17
Cn1cccc1C(=O)NC(=O)COC(=O)c1cc(Cl)ccc1[N+](=O)[O-] | -56 | -3 | 2.2 | -8 | -3 | -3 | -5 | 56 | -22 | -3

Quoted from the entries so far (4 entries):
SMILES | SR-BI uptake up | Rtt109 HAT inh | CAL PDZ FP-1 | MITF TRPM1 HTS | CAL PDZ FP-2 | dFosB activator | PvdQ inh | SR-BI DiI inh | PfHsp90 set2 | NSD2 inh
CCCCCCC(=O)Nc1nc(C)c(-c2csc(Nc3ccc(Cl)cc3)n2)s1 | -120 | 0 | -0.5 | -17 | 0 | -5 | 9 | 120* | -3 | /
Cc1cc2nc(CS(=O)(=O)c3ccccc3)cc(=O)n2[nH]1 | -3 | 8 | 0.0 | 10 | 3 | 2 | -8 | 3 | 7 | 12
CC(C)n1c(O)c(N=NC(=O)CNC(=O)CCc2ccccc2)c2ccccc21 | / | -8 | -2.9 | 4 | 5 | -9 | -15 | / | 0 | 17
Cn1cccc1C(=O)NC(=O)COC(=O)c1cc(Cl)ccc1[N+](=O)[O-] | -56 | -3 | 2.2 | -8 | -3 | -3 | -5 | 56 | -22 | -3
